Bioassay records (PubChem)
HEK293 tox: cytotoxicity in counter-screen for GLP-1R inverse agonists; Potency, µM (doses to about 38.3 µM), for inactives: at the highest dose activity change, negative = inhibition, usual class: inhibitors; AID 624418; 410,000 tested, 0.13% active; HEK293 cAMP-luciferase reporter cells, luminescence, 24 h;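 further: loss of luciferase light is scored as toxicity; potency means the concentration at half of the fitted maximal effect; on the % scale 0 is the no-effect control and ±100 the full control effect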
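1536-well qHTS counterscreen of the MLSMR; 200 cells/uL, 12 h pre-incubation, 23 nL cpd, 24 h at 37 deg C 5% CO2, luciferase detection reagent, 12 min RT, luminescence. Inhibition = undesired.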
DRD3 antagonist: antagonists of human D3 dopamine receptor; D3R cells, DiscoveRx beta-arrestin luminescence, antagonist mode; hits give low values; max response, negative = inhibition, %; 360,000 tested, 2.5% active; AID 652054; in the data active means max response below about -50%; inconclusive means no clear call, values can overlap the other calls; further: on the % scale 0 is the no-effect control and ±100 the full control effect; mostly tested at two doses, the higher about 12 µM
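Cells plated overnight at 1500 cells/well, then exposed to library compounds with dopamine controls for 90 minutes at 37 degrees C. DiscoveRx reagent added for 30–60 minutes at room temperature; luminescence read, quantitative HTS format.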
GLP-1R inv ag: acts as inverse agonist at human GLP-1 receptor. 410,000 tested, 1.6% active. HEK293 GLP-1R CRE-luciferase, luminescence, 24 h; GLP-1R form is constitutively active. Potency, µM (series often up to 38.3 µM), inactives show at the top dose activity change, negative = inhibition, hits mostly inhibitors. P43220; further: potency means the concentration at half of the fitted maximal effect; on the % scale 0 is the no-effect control and ±100 the full control effect; nearly all actives have a fitted effect of over 55% in size
Target sequence (P43220 whole entry, looked up): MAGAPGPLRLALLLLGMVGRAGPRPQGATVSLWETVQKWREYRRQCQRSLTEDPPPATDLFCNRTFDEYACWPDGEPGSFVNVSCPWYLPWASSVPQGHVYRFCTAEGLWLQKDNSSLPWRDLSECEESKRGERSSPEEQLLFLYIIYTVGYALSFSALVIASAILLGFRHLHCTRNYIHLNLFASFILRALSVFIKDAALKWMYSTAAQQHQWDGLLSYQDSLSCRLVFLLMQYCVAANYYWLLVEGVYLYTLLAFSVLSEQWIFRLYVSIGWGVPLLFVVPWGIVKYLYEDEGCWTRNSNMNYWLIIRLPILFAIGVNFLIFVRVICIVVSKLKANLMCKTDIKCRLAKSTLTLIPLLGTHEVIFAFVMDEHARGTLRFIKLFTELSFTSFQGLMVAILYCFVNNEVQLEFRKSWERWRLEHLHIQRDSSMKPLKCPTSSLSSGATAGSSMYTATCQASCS
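Readout was luciferase luminescence, measured 12 min after detection reagent at room temperature. Beforehand, GLP-1R reporter HEK293 cells had sat 12 h, then received compounds for 24 hr at 37 deg C.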
aSyn rescue: alpha-synuclein toxicity inhibition in yeast | Yeast expressing alpha-synuclein, growth rescue, BacTiter-Glo, 24 h | Potency, µM (doses to about 46.1 µM), inactives show at the top dose growth rescue (activation), actives largely listed as activators | 370,000 tested, 0.14% active | AID 652106; further: potency means the concentration at half of the fitted maximal effect; % of control where 0% means no effect; nearly all actives have a fitted effect of over 65% in size
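Rescue of yeast growth: cells expressing toxic alpha-synuclein, induced in galactose at OD600 0.02, incubated with compound 24 h at 30 C. ATP luminescence quantified growth; inhibitors of toxicity appear as activators.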
TDP43 rescue: inhibitors of TDP-43 toxicity in yeast; AID 652104; 410,000 tested, 1.8% active; TDP-43 expressing yeast growth rescue, BacTiter-Glo, 24 h; Potency, µM (titrated, usually from 46.1 µM), for inactives: top-dose growth rescue (activation), usual class: activators; further: potency means the concentration at half of the fitted maximal effect; % of control where 0% means no effect; nearly all actives have a fitted effect of over 50% in size
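Readout is BacTiter-Glo luminescence of cell growth, so inhibitors register as activators. TDP-43-expressing yeast at OD600=0.02 in galactose medium, after raffinose pregrowth to mid-log, were incubated with compound for 24 hr at 30 deg C.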
PTHR1 ag: PTHR1 (human) receptor agonism; 410,000 tested, 0.075% active; Q03431; HEK293 GP2 PTHR1 cells, GloSensor cAMP luminescence, 1 h; Potency, µM (series often up to 115 µM), inactives show at the highest dose activation, most hits filed as activators; further: potency means the concentration at half of the fitted maximal effect; nearly all actives have a fitted effect of over 55% in size; some results filed as inactive show a strong effect at the top dose; inactives centre near -15; many of its hits are not listed in these tables
Target sequence (Q03431 whole entry, looked up): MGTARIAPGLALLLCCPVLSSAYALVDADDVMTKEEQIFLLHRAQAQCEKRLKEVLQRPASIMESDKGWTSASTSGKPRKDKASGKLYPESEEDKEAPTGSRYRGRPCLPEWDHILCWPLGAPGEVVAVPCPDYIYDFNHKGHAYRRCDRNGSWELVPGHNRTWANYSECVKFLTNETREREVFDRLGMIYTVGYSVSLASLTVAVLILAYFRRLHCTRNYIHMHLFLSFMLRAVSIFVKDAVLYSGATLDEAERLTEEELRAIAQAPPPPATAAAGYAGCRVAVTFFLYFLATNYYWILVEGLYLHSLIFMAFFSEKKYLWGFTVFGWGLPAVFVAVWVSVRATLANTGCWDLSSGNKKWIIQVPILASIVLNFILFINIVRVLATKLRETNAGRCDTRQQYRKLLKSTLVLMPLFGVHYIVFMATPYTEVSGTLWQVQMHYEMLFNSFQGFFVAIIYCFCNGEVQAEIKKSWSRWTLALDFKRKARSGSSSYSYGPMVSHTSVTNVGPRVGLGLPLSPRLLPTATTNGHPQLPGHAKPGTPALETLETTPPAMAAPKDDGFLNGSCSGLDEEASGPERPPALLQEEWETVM
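HEK-293-derived GP2 cells expressing PTHR1 and a GloSensor cAMP reporter, 3,000/well, plated overnight, given luciferin plus IBMX (each 0.5 mM as added) for 1 h at 37 °C, then compound for 1 h at 37 °C. Luminescence was read after 15 min at room temperature.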
GLP-1R agonist: agonists of human GLP-1 receptor; Potency, µM (highest dose often 45.6 µM), without a hit: at the highest dose activation, hits mostly activators; P43220; HEK293 GLP-1R CRE-luciferase, luminescence, 4-6 h; cells express a hypersensitive GLP-1R form; 380,000 tested, 0.007% active; further: potency means the concentration at half of the fitted maximal effect; % of control where 0% means no effect
DRD3 agonist: agonists of human D3 dopamine receptor; max activation, %; 410,000 tested, 0.58% active; D3R DiscoveRx beta-arrestin cells, luminescence, 90 min; P35462; in the data active means max activation above about 30%; further: 0% is about no effect; mostly tested at two doses, the higher about 12 µM
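Agonist-mode cell screen: cells plated at 1500/well and incubated overnight at 37 °C, then exposed to library compounds for 90 min at 37 °C. Detection reagent was added for 30–60 min at room temperature, and luminescence was read.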
KB-V1 MDR tox: KB-V1 MDR subline cytotoxicity. KB-V1 MDR cells viability, CellTiter-Glo, 72 h. Potency, µM (highest dose often 46.1 µM), for inactives: at the highest dose activity change, negative = cytotoxicity, hits mostly cytotoxic. 400,000 tested, 3.4% active. AID 1347076; further: potency means the concentration at half of the fitted maximal effect; on the % scale 0 is the no-effect control and ±100 the full control effect; nearly all actives have a fitted effect of over 60% in size
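KB-V1 MDR subline cells in DMEM (phenol-red free, 10% FBS) exposed to compounds in qHTS concentration series for 72 h at 37 degrees C. Viability read by CellTiter-Glo luminescence; concentration-effect curves fitted after normalization and correction.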
* marks the source's active call; other numbers are inactive results; i = inactive; ? = inconclusive; · = not tested or not shown; [ ] = another dose, or the depositor's remark. Unless noted, the call rests on the fitted dose curve; in most records, active means well fitted curve in the direction sought with a large enough effect; inconclusive means small, poorly fitted or top-dose-only effect, or another doubt; inactive means no such curve, though single readings can be large; an effect the other way counts as inactive or inconclusive.

SMILES | HEK293 tox | DRD3 antagonist | GLP-1R inv ag | aSyn rescue | TDP43 rescue | PTHR1 ag | GLP-1R agonist | DRD3 agonist | KB-V1 MDR tox
Cc1oc(-c2ccc(Cl)cc2)nc1CS(=O)CC(=O)NCc1ccc2c(c1)OCO2 (stereo not given) | -2% | 18 | -36% | 3% | 10% | -28% | -1% | 1 | 2%
Cc1oc(-c2ccc(Cl)cc2)nc1CS(=O)CC(=O)NC(C)c1ccccc1 (stereo not given) | -23% | 10 | ? | 11% | 16% | -9% | -2% | -1 | ?
CCCn1nnnc1NC(=O)c1cccs1 | 0% | ? | -3% | -10% | -16% | -2% | -9% | -4 | -9%
CCCCn1c(N)c(N(CCC(C)C)C(=O)c2c(CC)noc2C)c(=O)[nH]c1=O | 2% | 22 | 1% | 1% | 6% | i | 12% | 7 | 16%
CCn1c(=O)c2c(nc(SCC(=O)Nc3ccccc3)n2C)n(C)c1=O | 2% | 6 | 5% | -5% | -4% | -33%[inhibitor] | 6% | -27 | ?
Cc1ccc(NS(=O)(=O)c2ccc(Cl)s2)cc1S(=O)(=O)N(C)C | 3% | -23 | -12% | -1% | 0% | -44%[inhibitor] | 8% | 2 | 2%
COc1cc(CN2CCN(c3cc(C)ccc3C)CC2)cc([N+](=O)[O-])c1O | -11% | -9 | 12% | 3% | -17% | i | -10% | -27 | 2%
CN1C(=O)/C(=C\c2ccc(-c3ccccc3)o2)SC1=S | -15% | -3 | -25% | 7% | -17% | i | 8% | -1 | -2%
CN(C)CCN(Cc1ccco1)C(=O)c1cc2c(Cl)nc3ccccc3c2s1 | -17% | -17 | 5% | 6% | 9% | i | 25% | -6 | -1%
CCc1ccc(NC(=O)CSc2nc3[nH]ncc3c(=O)[nH]2)cc1 | 0% | 4 | -3% | 0% | -13% | -21% | -1% | 1 | 0%
COc1ccc(CCNC(=O)C(=O)NCC(c2ccco2)S(=O)(=O)c2ccc(F)cc2)cc1 (stereo not given) | -6% | · | -13% | · | 14% | -43%[inhibitor] | · | 17 | -5%
CC(=O)OC1[C@H](Oc2c(O)c(C)c3c4c2[C@@H](C)CC[C@@H]4[C@@H](C)C[C@@H]3C=C(C)C)OC[C@@H](O)[C@@H]1O (stereo not given in full) | 4% | 32 | 16% | 9% | ? | -38%[inhibitor] | 14% | 3 | 5%
CCOC(=O)c1c(C)n(O)c2ccc(Cl)cc2c1=O | 271%[activator] | -11 | 3% | -6% | 3% | ? | 4% | 0 | -7%
CN1C(=O)/C(=C\c2cc(N=Nc3ccccc3)ccc2O)SC1=S | -9% | ? | 12% | -4% | -16% | -14%[57.5 µM] | -15% | -8 | ?
COc1ccc(Cc2nc3ccc(C(=O)N(C)CCc4cnn(C)c4)cc3o2)cc1OC | 18% | -4 | 72%[activator] | -4% | 11% | -16% | 6% | 4 | ?
CCCCN(C)CCNC(=O)c1cc2c(=O)[nH]c3ccccc3c2n1C | ? | 0 | 12% | 2% | -9% | -10% | -1% | -38 | 10%
COc1cc(C(=O)NCc2ccccc2)cc(Br)c1OC | -4% | -20 | -19% | 3% | 4% | -4% | 9% | 2 | 12%
COc1ccc(S(=O)(=O)Cc2ccc(C(=O)NCc3ccccc3OC)o2)cc1 | 7% | -3 | 1% | 2% | 7% | i | 9% | -1 | -18%
Fc1ccc(-c2nnc(-n3nnc4ccccc43)c3ccccc23)cc1 | 9% | -28 | 1% | 1% | 10% | -25%[57.5 µM] | -2% | -7 | 3%
COc1ccc(C)cc1NC(=O)c1cc(S(=O)(=O)N2CCC(C)CC2)ccc1F | 0% | · | 9% | · | 20% | i | · | -5 | 2%
CC(C)Nc1ncnc2c1nnn2Cc1ccccc1 | 25% | 1 | 51%[activator] | -11% | ? | -9% | 3% | -4 | -10%
N#Cc1cncc(-c2ccc3c(c2)OCCOCCOCCOCCOCCO3)n1 | -10% | 0 | 3% | -9% | ? | i | 5% | 6 | 17%
CC(C)(C)OC(=O)NOCC(=O)N(CC(=O)c1ccccc1)Cc1ccccc1 | 4% | -15 | -7% | 11% | -19% | -12% | 4% | -3 | -7%
CSc1ncc(C(=O)NCc2cccc(Br)c2)c(-c2ccccc2)n1 | 5% | · | -19% | · | -7% | -28% | · | 4 | -8%
Cc1ccc(COc2ccc3c(c2)OCO3)cc1 | 0% | 3 | 23% | -6% | 13% | -31%[inhibitor] | 14% | 5 | 7%
O=C(O)CCCNc1n[nH]c(=O)[nH]c1=O | -8% | 13 | -10% | 7% | -4% | i | 3% | 9 | 19%
COc1ccccc1CC(=O)Nc1ccc2nc(N3CCC(C)CC3)cc(C)c2c1 | 3% | · | 4% | · | 5% | i | 2% | -4 | 0%
O=C1NC(Cc2c[nH]c3ccccc23)C(=O)N1Cc1ccccc1 (stereo not given) | -5% | 0 | 2% | 2% | 16% | -21% | 1% | 4 | 4%
CCN1CCN(Cc2c(O)c(Cl)cc3c(C)cc(=O)oc23)CC1 | 277%[activator] | 23 | -5% | 5% | 0% | i | -11% | 2 | -26%
O=C(N/N=C/c1cccc(F)c1)c1c(O)c2c([nH]c1=O)CCCC2 | 15% | 0 | 11% | 0% | -1% | i | -8% | -4 | 0%
CCOC(=O)c1cc2sc(C)cc2n1CC(=O)N(CC)CC | 1% | 7 | ? | -2% | -2% | -1% | -10% | -8 | -14%
CCNC(=O)C1CCCN(C(=O)c2cc(F)ccc2C)CC1 (stereo not given) | 1% | 15 | 14% | 1% | -2% | -3% | 2% | 3 | -23%
CCOc1ccccc1NC(=O)c1c(NC(=O)c2ccccc2C)sc2c1CCC(C)C2 (stereo not given) | -9% | · | 8% | · | 11% | i | · | -6 | ·
C=Cc1ccc(Cn2c(C)c(CNCc3ccc(SC)cc3)c(C(=O)O)c2C)cc1 | 0% | · | 2% | · | 8% | -15% | · | 0 | ?
CN(C)c1ccc(NC(=O)COC(=O)Cn2nnc3ccccc32)cc1 | -8% | -11 | 19% | 0% | 25% | i | -1% | -2 | 0%
C=CC1=C(C(=O)O)N2C(=O)[C@@H](NC(=O)/C(=N\OCC(=O)O)c3csc(N)n3)[C@H]2SC1 | -2% | 16 | 6% | -6% | 0% | -2% | 2% | -7 | 1%
COc1ccc(NC(=O)C2Cc3c(-c4cccc(F)c4)ccnc3O2)cc1OC (stereo not given) | -15% | 33 | -3% | 7% | ? | -37%[inhibitor] | 26% | 9 | ?
COc1ccc(Nc2nc(NCC3CCCO3)c3ccccc3n2)c(OC)c1 (stereo not given) | -2% | -23 | ? | 0% | ? | i | -3% | -1 | 6%
CC(C)c1ccc(NC(=O)COC(=O)CC2CCCC2)cc1 | -17% | 0 | -3% | -9% | ? | i | 0% | 5 | -9%
Cc1cccnc1NC(=O)C1CCCN(S(=O)(=O)c2ccc3c(c2)oc(=O)n3C)C1 (stereo not given) | 4% | -21 | 8% | -3% | 10% | i | -5% | 2 | 23%
COC(=O)c1cc(S(=O)(=O)NCc2ccccc2Cl)c[nH]1 | 2% | -26 | 9% | -6% | 12% | -16% | 10% | -4 | 7%
COc1ccc(Cl)cc1NC(=O)C(=O)NCc1ccncc1 | 2% | -8 | -3% | 10% | 0% | 3% | 10% | 0 | -5%
O=C(c1ccc(N2CCOCC2)cc1[N+](=O)[O-])N1CCOCC1 | -9% | -12 | 16% | -1% | -12% | i | 3% | 1 | -15%
O=C(c1ccc(NS(=O)(=O)c2ccc(F)cc2)cc1)N1CCCCC1 | 0% | 3 | 8% | -1% | 14% | -16% | 5% | 1 | ?
CCc1ccc2cc3c(cc2n1)C(=O)c1ccccc1-3 | -1% | 21 | 4% | 1% | 19% | i | 3% | 9 | 11%
C[C@@H](CN1CCC[C@H]1CN1C(N)=NC[C@@H]1Cc1ccccc1)N1C[C@@H](Cc2ccccc2)N(CCc2ccc(Cl)c(Cl)c2)C1=N | 7% | -53* | -12% | -43%[inhibitor] | 22% | -60% | -7% | -48 | ?
O=C(c1ccc(F)cc1)N1CCN2C(=O)c3ccccc3C12c1ccccc1 (stereo not given) | -7% | 3 | -14% | 3% | 23% | i | 1% | 1 | -2%
COC(=O)CS(=O)(=O)c1ccc2c(c1)CC(=O)N2 | -6% | 25 | 17% | 5% | 8% | i | -7% | 1 | 9%
CSc1ccc(CNCc2ccco2)cc1 | 8% | 6 | -2% | 12% | 16% | i | 1% | 2 | 8%
Nc1nc(-c2ccc3c(c2)OCCO3)c(CC(=O)O)s1 | 0% | 12 | 12% | -1% | 22% | 5% | -1% | 2 | 15%
CCN(CC)S(=O)(=O)c1ccc(NC(=O)c2ccc(N(C)S(C)(=O)=O)cc2)cc1 | -15% | 1 | ? | 6% | 10% | -44%[inhibitor] | -1% | 3 | -4%
COCCN(C(=O)C1CC(=O)N(Cc2ccccc2)C1)c1nc(-c2ccc([N+](=O)[O-])cc2)cs1 (stereo not given) | 7% | 20 | ? | 16% | 3% | -24% | 14% | 3 | -10%
Cc1ccc(SCC(=O)Nc2ccc(-c3nc4ccccc4[nH]3)cc2)cc1 | -14% | 0 | -13% | -5% | 4% | i | -25% | -10 | 6%

Complete entries, quoted from the list. Order of screens: HEK293 tox	DRD3 antagonist	GLP-1R inv ag	aSyn rescue	TDP43 rescue	PTHR1 ag	GLP-1R agonist	DRD3 agonist	KB-V1 MDR tox
CCOC(=O)c1cc2sc(C)cc2n1CC(=O)N(CC)CC is entered as 1%	7	?	-2%	-2%	-1%	-10%	-8	-14%
CCc1ccc2cc3c(cc2n1)C(=O)c1ccccc1-3 is entered as -1%	21	4%	1%	19%	i	3%	9	11%
CN1C(=O)/C(=C\c2cc(N=Nc3ccccc3)ccc2O)SC1=S is entered as -9%	?	12%	-4%	-16%	-14%[57.5 µM]	-15%	-8	?

These rows are one share of the data. The share of hits here may be higher or lower than overall.
